TGFb inhibitor: qHTS for Inhibitors of TGF-b; HepG2 CAGA-GFP TGF-b/SMAD3 reporter, GFP fluorescence, 18 h; TGF-beta stimulated, 500 pg/mL final; Potency, µM (doses to about 46.1 µM), for inactives: at the top dose activity, negative = inhibition, actives largely listed as inhibitors; actives 1.2% (n = 410,000); note: potency is the fitted concentration of half-maximal effect; % is set by controls: 0 for no effect and ±100 for the full control effect; nearly all actives have a fitted effect of over 65% in size
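Smad-responsive CAGA-GFP expression was quantified in HEPG2 cells exposed to compounds and 500 pg/mL final TGF-beta for 18 h at 37 degrees C; unstimulated wells defined full inhibition.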
HepG2 viability: qHTS for Inhibitors of TGF-b: Cytotox Counterscreen; HepG2 CAGA-GFP viability, ATP luminescence, 18 h; Potency, µM (highest dose often 46.1 µM), for the others: at the top dose activity change, negative = cytotoxicity, hits mostly cytotoxic; actives 0.76% (n = 410,000); AID 588856, 2011; note: potency is the fitted concentration of half-maximal effect; some results filed as inactive show a strong effect at the top dose
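HepG2 CAGA-GFP cells (1000/well, DMEM with 1% FBS) received compound, then TGF-beta at 500 pg/mL final, and were incubated 18 hours at 37 degrees C. Viability was read by CellTiter-Glo luminescence. Media-only wells were set as complete cell-killing and DMSO as no toxicity.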
A549 viability: Nrf2 qHTS screen for inhibitors: counterscreen for cytotoxicity. A549 ARE-Fluc cells, CellTiter-Fluor viability, 18-24 h. Potency, µM (doses to about 46 µM), for inactives: at the top dose activity change, negative = cytotoxicity, actives largely listed as inhibitors. actives 0.16% (n = 390,000). AID 504648, 2011; note: potency is the fitted concentration of half-maximal effect; % is set by controls: 0 for no effect and ±100 for the full control effect
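A549 ARE_Fluc cells in 5% FBS OPTI-MEM were exposed to compounds in concentration-response for 18-24 h at 37 deg C. Viability was read by CellTiter-Fluor fluorescence (Ex 405/Em 525) after 30 min, before the luciferase read.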
S2 tox: Viability Counterscreen for Primary qHTS for Inhibitors of ATXN expression; S2 cells (HEK-293 line with an ATXN2-luciferase reporter) viability, CellTiter-Fluor protease fluorescence, 24 h; Potency, µM (titrated, usually from 56.7 µM), hits mostly cytotoxic; actives 0.49% (n = 400,000); AID 651635, 2014; note: potency is the fitted concentration of half-maximal effect; nearly all actives have a fitted effect of over 40% in size
Nrf2 inh: Nrf2 qHTS screen for inhibitors; A549 ARE-Fluc reporter, luciferase luminescence, 18-24 h; Potency, µM (highest dose often 46 µM), for the others: at the top dose activity change, negative = inhibition, hits mostly inhibitors; AID 504444, 2011; actives 2.1% (n = 360,000); note: potency is the fitted concentration of half-maximal effect; % is set by controls: 0 for no effect and ±100 for the full control effect; nearly all actives have a fitted effect of over 60% in size
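Nrf2 activity is the BugLite luminescence, read 15 min after reagent at room temperature, following CellTiter-Fluor cytotoxicity readout (30 min, 37C). Compound titrations were applied for 18-24 h to 5000 A549 ARE_Fluc cells/well in 5% FBS OPTI-MEM.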
CCT chaperon mod: High-Throughput Screening for Modulators of Cytosolic Chaperonin Activity. purified chaperonin ATPase assay, HTRF ADP detection, 30 min. activity change, % (no concentration beside the values), hits read low. actives 0.3% (n = 360,000); in the data active = activity change below about -30%; note: % is set by controls: 0 for no effect and ±100 for the full control effect
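Enzyme 40 or 20 nM (batch-dependent) in Tris pH 7.4/KCl/MgCl2/DTT; cpd 76 uM single point; ATP 10 uM; 30 min 37 °C; Transcreener ADP HTRF detection, 30 min RT; ratio 665/615.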
Akt phos inh: HTS Assay for Inhibitors of Akt Phophorylation: Primary Screen; Neuro2A IGF-stimulated pAkt S473 HTRF, 20 min; stronger effect = lower value; activity change, % for hits at 50 µM; actives 0.32% (n = 360,000); AID 651550, 2012; in the data active = activity change below about -80%; inconclusive = mostly about -51% to -80%; note: % is set by controls: 0 for no effect and ±100 for the full control effect
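Neuro2A cells in DMEM with 0.5% FBS, overnight at 37 deg C, given compound at single 50 µM final, then IGF (6 nM final) for 20 min at 37 deg C. Lysed; phospho-Akt Ser473 by HTRF after 24 h, 665/615 ratio.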
MmCpn inh: Inhibitors of TCP-1 ring complex (TRiC) of Methanococcus maripaludis (MmCpn): qHTS; Chaperonin Mm-Cpn (Methanococcus maripaludis); purified Mm-Cpn ATPase, ADP Transcreener TR-FRET; Potency, µM (doses to about 76.9 µM), inactives show at the top dose activity, negative = inhibition, most hits filed as inhibitors; actives 0.031% (n = 330,000); note: potency is the fitted concentration of half-maximal effect; % is set by controls: 0 for no effect and ±100 for the full control effect; nearly all actives have a fitted effect of over 80% in size
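ATPase turnover read by TR-FRET ADP competition (Eu cryptate antibody/ADP-d2, 665/590 nm): 10uM ATP final, 25nM Mm-CPN final, 30 min 37degC after 10-min compound preincubation, pH 7.4 Tris/KCl/MgCl2/DTT buffer.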
Nrf2 ARE act: qHTS of Nrf2 Activators; AREc32 ARE-luciferase reporter (MCF7-derived line), luminescence, 24 h; AID 624171, 2012; Potency, µM (titrated, usually from 46.1 µM), for the others: top-dose activation, hits mostly activators; actives 0.31% (n = 410,000); note: potency is the fitted concentration of half-maximal effect; % of control where 0% means no effect; nearly all actives have a fitted effect of over 65% in size
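ARE-driven firefly luciferase activity in AREc32 cells measured after a 24 hr compound exposure at 37 deg C, using Steady-Glo reagent and a 30 min room-temperature hold.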
Active calls of the source: *; i = inactive; ? = inconclusive; . = no result given; [ ] = another dose, or the depositor's remark. Unless noted, calls come from the whole dose curve; as a rule, active = well fitted curve in the direction sought with a large enough effect; inconclusive = small, poorly fitted or top-dose-only effect, or another doubt; inactive = no such curve, though single readings can be large; an effect the other way counts as inactive or inconclusive.

Values in the order: TGFb inhibitor	HepG2 viability	A549 viability	S2 tox	Nrf2 inh	CCT chaperon mod	Akt phos inh	MmCpn inh	Nrf2 ARE act
[1] CCCOc1ccc(-c2nn(-c3ccccc3)cc2C2NC(=O)NC(C)=C2C(=O)OC)cc1 (stereo unspecified)
    ?	-29%	-11%	i	?	.	.	.	-0.3%
[2] Cc1cccc(C=Nc2ccc3c(c2)oc2ccccc23)c1O
    -6%	0%	7%	?	?	0.1	i	-1%	16%
[3] COc1cc(C=C2C(=O)OC(c3ccccc3)OC2=O)cc(Br)c1O (stereo unspecified)
    5%	17%	-4%	i	24%	0.8	i	1%	-0.8%
[4] CCSC1=NC2(CCN(C(=O)NC3CCCCC3)CC2)N=C1c1ccc(Cl)cc1
    2%	6%	1%	i	?	.	.	.	3.1%
[5] CCOc1ccccc1NC(=S)N(CCC(C)C)C1CCN(C(C)=O)CC1
    12%	-5%	8%	i	?	-0.9	i	2%	-0.7%
[6] O=S(=O)(Nc1ccc(Cl)cn1)c1cccc(S(=O)(=O)c2ccccc2)c1
    -2%	0%	4%	i	-7%	0.6	i	0%	-0.8%
[7] CCOC(=O)C1CCCN(c2nc3c(S(=O)(=O)c4ccc(C)c(C)c4)nnn3c3ccc(Cl)cc23)C1 (stereo unspecified)
    -2%	6%	-2%	i	18%	.	.	.	-1.2%
[8] CCN(CC)C(=O)Nc1ccc(C(=O)OC)cc1
    -1%	7%	2%	i	16%	0.0	i	0%	3.2%
[9] CC(C)COC(=O)C(C#N)c1nc2ccccc2nc1N1CCN(Cc2ccccc2)CC1 (stereo unspecified)
    -20%	-16%	-19%	i	1%	-1.2	i	0%	-0.1%
[10] Cc1cccc(Nc2nc(-c3sc(C)nc3C)cs2)c1
    ?	-16%	-23%	i	?	-4.4	i	-1%	9.3%
[11] O=C(NC1CCCCC1)C(c1ccco1)N(C(=O)c1csnn1)C1CCCC1 (stereo unspecified)
    -26%	-27%	-2%	i	4%	-4.0	i	1%	0.4%
[12] CC(=O)c1cnc2c(C(=O)O)cnn2c1C
    9%	4%	-6%	i	6%	-1.7	i	-2%	0.0%
[13] COc1ccc(-n2c(SCC(N)=O)nnc2-c2ccco2)cc1
    3%	3%	2%	i	-12%	1.6	i	3%	-0.3%
[14] C[C@H]1COC(=O)[C@@H](CC(=O)OC(C)(C)C)C/C=C\C[C@@H](CC(=O)N(CCO)Cc2ccccc2)C(=O)N1
    -8%	-18%	14%	i	7%	0.1	i	-1%	-0.4%
[15] Cc1ccc(S(=O)(=O)N(C)C)cc1NC(=O)CSc1nnnn1-c1ccc(O)cc1
    -17%	-15%	2%	i	-11%	-0.7	i	0%	-0.4%
[16] CCOC(=O)c1ccc(NC(=O)NCCc2cnc[nH]2)cc1
    21%	2%	2%	i	4%	1.5	i	0%	-0.6%[9.22 µM]
[17] C=CCOc1cccc(C2/C(=C(\O)c3ccc4c(c3)OCCO4)C(=O)C(=O)N2Cc2cccnc2)c1 (stereo unspecified)
    5%	5%	-6%	i	8%	-2.8	i	-3%	-0.4%
[18] Cc1nn(CC(=O)N2CCN(c3ccccc3)CC2)c(=O)c2cc3cc(F)ccc3n12
    -7%	7%	-1%	i	8%	.	.	.	3.4%
[19] O=C(NC1CC2CCC(C1)N2C(=O)NCc1ccccc1)NC12CC3CC(CC(C3)C1)C2 (stereo unspecified)
    0%	-39%	-1%	i	-8%	-2.0	i	-1%	-1.9%
[20] Cc1c(O)c(C)c2c(c1O)C(=O)C[C@@H](c1ccccc1)O2
    -18%	-23%	-5%	?	4%	-32*	i	2%	5.9%
[21] S=c1nc2ccccc2c2nc(-c3ccccc3Cl)[nH]n12
    ?	-27%	1%	?	-1%	-1.2	i	-1%	10%
[22] COc1cccc(COc2ccccc2C2Nc3ccc(Br)cc3C(=O)N2NC(=O)c2ccncc2)c1 (stereo unspecified)
    ?	-39%	4%	i	3%	-3.0	i	-1%	2.0%
[23] CCCOC(=O)C(C)n1cnc2sc(C)c(C)c2c1=O (stereo unspecified)
    -8%	-14%	14%	i	19%	0.9	i	-2%	0.3%
[24] COc1cccc(CN(C(=O)c2ccccc2Cl)C2CCS(=O)(=O)C2)c1 (stereo unspecified)
    3%	-8%	3%	i	7%	1.0	i	-1%	-0.2%
[25] O=C(Nc1cccc(OC(F)(F)F)c1)C1Cc2c(-c3ccco3)ccnc2O1 (stereo unspecified)
    17%	-4%	.	?	.	-4.3	i	.	5.1%
[26] c1ccc2c(c1)CCCN2c1nc2ccccc2n2cnnc12
    -11%	-13%	-21%	i	-27%	-3.0	i	-8%	22%
[27] CC(=O)NC1=NN(C(C)=O)C(c2ccc(F)cc2)S1 (stereo unspecified)
    1%	-6%	-5%	i	-4%	-0.7	i	-10%	5.8%
[28] Cc1cc(N2CCC(C)CC2)nc2ccc(NC(=O)Cc3c(F)cccc3Cl)cc12
    14%	-13%	-4%	i	0%[9.27 µM]	.	.	.	0.0%
[29] COc1ccc(N2CCN(C(=O)CN(Cc3ccccc3)S(C)(=O)=O)CC2)cc1
    -2%	-15%	-9%	i	1%	-0.8	i	-1%	0.4%
[30] O=C(CN1CCOCC1)NCCC12CC3CC(CC(C3)C1)C2
    -7%	5%	?	i	-2%	-2.6	i	-1%	-0.2%
[31] Cc1ccc(S(=O)(=O)NC(C)C(=O)NCc2ccc(Cl)cc2)cc1 (stereo unspecified)
    -1%	12%	1%	i	-11%	1.8	i	.	-0.5%
[32] CCC1=C(OC(=O)N(CC)CC)N2C(=O)OC(=NCC(=O)OC)[C@]2(C)[C@H]2C1=CC[C@H]1C(=O)NC(=O)[C@H]12
    -1%	-1%	-5%	i	3%	1.5	i	-1%	-0.4%
[33] CCOC(=O)[C@]12CCCC=C1N(Cc1ccc3c(c1)OCO3)C(=O)[C@H](CC(=O)N1CCOCC1)C2
    .	.	.	i	.	-2.6	i	.	0.0%
[34] Cc1cc(NC(=O)CCC(=O)N(c2ccccc2)C(C(=O)NC2CCCC2)c2ccccc2)no1 (stereo unspecified)
    8%	5%	-1%	i	.	-0.7	i	1%	0.0%
[35] CCN(Cc1ccccc1)S(=O)(=O)c1ccc(F)c(C(=O)Nc2cc(C(F)(F)F)ccc2Cl)c1
    -2%	-19%	23%	i	.	.	.	.	3.9%
[36] COc1cccc(NC(=O)CCCn2c(=S)[nH]c3ccccc3c2=O)c1
    -3%	-4%	-6%	.	-13%	-3.4	.	1%	-0.6%
[37] Cc1ccc(Oc2ncccc2NC(=O)CCCC(=O)O)c2c1CCC2
    26%	24%	3%	i	-11%	-2.0	i	1%	-0.1%
[38] O=[N+]([O-])c1ccccc1CNC1CCCc2ccccc21 (stereo unspecified)
    -17%	-17%	21%	i	19%	-2.7	i	0%	-1.8%
[39] COc1ccccc1C(=O)OCCN1CCOCC1
    1%	0%	-4%	i	11%	0.5	i	-1%	0.2%
[40] Nc1ncnc2c1ncn2[C@@H]1O[C@H](COP(=O)(O)OP(=O)(O)OP(=O)(O)O)[C@@H](O)[C@H]1O
    31%	14%	-5%	i	11%	0.3	i	0%	-0.4%
[41] O=C(O)CC(c1ccccc1F)N1Cc2ccccc2C1=O (stereo unspecified)
    -9%	-11%	-1%	i	2%	-3.2	i	-2%	-0.6%
[42] COc1ccc(C(CNC(=O)C(CCSC)NC(=O)c2ccccc2Cl)N2CCCC2)cc1 (stereo unspecified)
    -14%	-20%	0%	i	-9%	-3.1	i	-2%	0.5%
[43] COc1cc(C2Oc3nc(SC)nnc3-c3ccccc3N2C(C)=O)cc(Cl)c1OC (stereo unspecified)
    -14%	-2%	-3%	i	-13%	.	.	.	0.9%
[44] O=C(Nc1c2c(nn1-c1ccc(F)cc1)CS(=O)(=O)C2)c1ccc(S(=O)(=O)N2CCOCC2)cc1
    1%	-4%	2%	i	1%	-2.3	i	-2%	-0.3%
[45] CC(=O)Nc1ccc(C(=O)c2ccccc2)cc1
    0%	-4%	1%	i	.	0.8	i	1%	1.7%

Full records, quoted from the list:
Profile of COc1cc(C2Oc3nc(SC)nnc3-c3ccccc3N2C(C)=O)cc(Cl)c1OC (stereo unspecified) → TGFb inhibitor: -14%; HepG2 viability: -2%; A549 viability: -3%; S2 tox: i; Nrf2 inh: -13%; CCT chaperon mod: .; Akt phos inh: .; MmCpn inh: .; Nrf2 ARE act: 0.9%
Profile of CCN(Cc1ccccc1)S(=O)(=O)c1ccc(F)c(C(=O)Nc2cc(C(F)(F)F)ccc2Cl)c1 → TGFb inhibitor: -2%; HepG2 viability: -19%; A549 viability: 23%; S2 tox: i; Nrf2 inh: .; CCT chaperon mod: .; Akt phos inh: .; MmCpn inh: .; Nrf2 ARE act: 3.9%

(cont.)
Values in the order: TGFb inhibitor	HepG2 viability	A549 viability	S2 tox	Nrf2 inh	CCT chaperon mod	Akt phos inh	MmCpn inh	Nrf2 ARE act
[46] O=C(NNC1=NCCCCC1)c1ccccc1
    -22%	10%	2%	i	1%	-1.9	i	-1%	-0.1%
[47] COc1ccc(OCC(=O)NNC(=O)c2cc3ccccc3o2)cc1
    8%	-14%	-3%	i	5%	-67*	i	-2%	-0.6%
[48] O=C1Nc2cc(C(=O)N3CCOCC3)ccc2SC1N1CCOCC1 (stereo unspecified)
    5%	-22%	-6%	?	4%	-0.7	i	-1%	0.5%
[49] CCN1C(=O)N[C@@H](CCc2ccccc2)C(C(C)=O)=C1C
    7%	28%	-2%	i	-24%	0.8	i	.	0.3%
[50] Fc1cccc(CN2CCN(c3nc4nonc4nc3NC3CC3)CC2)c1
    3%	-7%	2%	i	-4%	-5.7	i	-3%	4.6%

Source: PubChem (National Center for Advancing Translational Sciences (NCATS))
